# aSyn rescue: rescues yeast growth from alpha-synuclein toxicity. Yeast expressing alpha-synuclein, growth rescue, BacTiter-Glo, 24 h. Potency, µM (series often up to 46.1 µM), for the others: at the top dose growth rescue (activation), actives largely listed as activators. 370,000 tested, 0.14% active. AID 652106; active means well fitted activation curve with a large enough effect; inconclusive means small, poorly fitted or top-dose-only effect; inactive means no such curve, though single readings can be large or run the other way; further: % of control where 0% means no effect; nearly all actives have a fitted effect of over 65% in size
#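 Screening used galactose-induced yeast with toxic alpha-synuclein levels, exposed to compound for 24 hr at 30 deg C. Cell growth, read with BacTiter-Glo luminescence, gave the measured signal.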
# Numbers without * were called inactive; ? = inconclusive; & = joins results of further samples; [ ] = dose if it differs, or a comment. Potency means the concentration at half of the fitted maximal effect. The list is partial. The share of hits here may be higher or lower than overall.
SMILES,aSyn rescue
Cc1ccc(-c2nc3ccccc3o2)cc1NC(=O)COc1ccccc1C,-1%
CN(C)c1ccc(/C=C/c2ccnc3ccc(Br)cc23)cc1,5%
Cc1ccc(S(=O)(=O)Cc2nc(-c3ccc(C(=O)NCc4ccccc4F)cc3)oc2C)cc1,-2%
CCN(CC)/[N+]([O-])=N/OCOC(=O)C(C)c1ccc2cc(OC(C)=O)ccc2c1 (stereo unspecified),-4%
CCOc1ccc(/C=C/c2cc[n+](C)c3ccccc23)cc1OCC,0%
O=S(=O)(c1cccc(Br)c1)N1CCN(c2nc(-c3cccs3)nc3ccccc23)CC1,0%
CC(=O)Nc1ccc(NC(=O)c2nc(SCc3ccccc3F)ncc2Cl)cc1,32µM*
CCOC(=O)c1c2c(n3ccccc13)C(=O)c1ccccc1C2=O,0%
COC(=O)C1=CO[C@@H](O)[C@@H]2C(CO)=CC[C@H]12,0%
Cc1cccc(OCCn2c(CCNC(=O)C3CCCCC3)nc3ccccc32)c1,6%
COc1cc2c(cc1OC)-c1cc(=Nc3c(C)cc(C)cc3C)n(C)c(=O)n1CC2,-7%&10%
O=S(=O)(c1cccc2ccccc12)N1CCN(c2nc(-c3cccs3)nc3ccccc23)CC1,0%
O=S(=O)(Nc1cc(Br)cc2cccnc12)c1ccccc1,?
COc1ccc2cc(C#N)c(SCC(=O)OCc3ccccc3)nc2c1,10%
COc1ccc(Cn2nnnc2C(c2ccccc2)N2CCN(c3ccccc3)CC2)cc1 (stereo unspecified),4%
O=Cc1ccc(B(O)O)cc1,1%
O=C(O)CN(CCN(CC(=O)O)CC(=O)O)CCN(CC(=O)O)CC(=O)O,-10%
CNCCC(Oc1ccccc1C)c1ccccc1 (stereo unspecified),0%
COc1ccc(C(=O)NCC(=O)OCC(=O)c2cccc3ccccc23)cc1,17%
CCC(C)c1ccccc1OCCn1c(CCNC(=O)C2CCCCC2)nc2ccccc21 (stereo unspecified),5%
Cc1ccc(NC(=O)c2cc3c([nH]c2=O)CC(c2ccccc2)CC3=O)cc1 (stereo unspecified),10%
COc1cc(OC)c(OC)cc1/C=C/c1cc[n+](C)c2ccccc12,-15%
CCOc1cccc(C2C=C(c3ccc4c(c3)OCO4)NC(c3ccc(Cl)cc3)N2)c1O (stereo unspecified),2%
CCOC(=O)N1CCN(/[N+]([O-])=N/Oc2ccc([N+](=O)[O-])cc2[N+](=O)[O-])CC1,-34%[inhibitor]
NS(=O)(=O)c1ccc(S(=O)(=O)N2CCN(c3nc(-c4cccs4)nc4ccccc34)CC2)cc1,-1%
Nc1nc(=S)c2snnc2[nH]1,0%
CN(C)c1ccc(/C=C/c2ccnc3ccccc23)cc1,-17%
O=C(O)/C=C/c1cccc(B(O)O)c1,-10%
COc1ccc(C2Nc3ccccc3C(=O)N2Cc2ccco2)cc1COc1c(C)cccc1C (stereo unspecified),2%
COc1cc2nc(N3CCCCC3)nc(NC3CCN(Cc4ccccc4)CC3)c2cc1OC,-2%
NCCN(Cc1ccc(Cl)c(Cl)c1)c1ccc(Br)cn1,-25%
CC(=O)N(C)c1ccc(/C=C2\C=Cc3ccccc32)cc1,4%
Cc1ccc(S(=O)(=O)N2CCN(c3ccnc(-c4cccs4)n3)CC2)cc1,1%
O=S(=O)(c1ccc(Cl)cc1)N1CCN(c2nc(-c3ccc(Cl)cc3)nc3ccccc23)CC1,-4%
O=C(O)c1ccc2c(ccc3nn(-c4ccc(/C=C/c5ccc(-n6nc7ccc8cc(C(=O)O)ccc8c7n6)cc5[S+](=O)([O-])[O-])c([S+](=O)([O-])[O-])c4)nc32)c1,1%
CC1=C(C(=O)O)N2C(=O)[C@@H](NC(=O)C(N)C3=CCC=CC3)[C@H]2SC1 (stereo partly specified),-1%
CCCCCCC1(C)NC(c2ccc3c(c2)OCO3)=CC(c2cc(Br)ccc2O)N1 (stereo unspecified),-1%
N#Cc1ccc(/C=C2\C=Cc3ccccc32)cc1,-9%
Cc1ccc2c(C(=O)CNc3nccs3)c[nH]c2c1,-3%
COc1cccc(NC(=O)c2ccccc2OCC(=O)Nc2ccc(Br)cc2)c1,-16%
CCNC(=O)N1CCN(/[N+]([O-])=N/Oc2ccc([N+](=O)[O-])cc2[N+](=O)[O-])CC1,-48%[inhibitor]
CCOC(=O)C1=C(C)NC(C)=C(C(=O)OC)[C@H]1c1cccc([N+](=O)[O-])c1,1%
Cc1cc(Br)ccc1NC(=O)COC(=O)c1ccccc1OCC(=O)N(C)C,2%
Oc1ccccc1C1C=C(c2ccc3c(c2)OCO3)NC(c2ccc(F)c(Br)c2)N1 (stereo unspecified),1%
COc1cc2nc(C#N)nc(N)c2cc1OC,1%
CN(C)c1ccc(/C=C/c2ccnc3ccc(Cl)cc23)cc1,-14%
Cc1ccc(B(O)O)cc1,2%
C=C1C=C(C)n2ncc(C(=O)Nc3ccc(NC(C)=O)c(Cl)c3)c2N1,-4%
Cc1ccc(-c2[nH]ncc2CNC(C)c2ccccc2)cc1 (stereo unspecified),-1%
CC(C)CCNC(=O)Cn1c(SCc2cccc(F)c2)nc2ccncc21,0%
# The results go on.
SMILES,aSyn rescue
Cc1ccc(CC(=O)NO)cc1,-10%
Cc1ccccc1OCC(=O)Nc1cc(C)c(O)c(-c2nc3ccccc3o2)c1,-10%
Clc1ccc(Nc2nc(NCc3ccco3)nc3nccnc23)cc1,-7%
OC(Cc1ccc2ccccc2n1)c1c(Cl)cccc1Cl (stereo unspecified),4%
CCCN1C(=O)c2ccccc2NC1c1ccc(OC)c(COc2cccc(OC)c2)c1 (stereo unspecified),2%
c1ccc(CNc2ncnc3c2ncn3Cc2ccccc2)cc1,-4%
CCCCC(Sc1ccc2nnc(-c3ccccn3)n2n1)C(=O)O (stereo unspecified),3%
CN(C)c1ccc(/C=N\Nc2ccc([N+](=O)[O-])cc2[N+](=O)[O-])cc1Br,-3%
OCC1O[C@H]([S-])[C@H](O)[C@@H](O)[C@@H]1O.[Au+] (stereo partly specified),-6%
CC(=O)c1nnn(-c2nc(C#N)nc(N3CCOCC3)n2)c1C,2%
O=C(Nc1cccc2ccccc12)c1cnn2c1NC(=C1CC1)C=C2C(F)F,-6%
Cn1c2ccccc2c2nnc(SCCOc3ccccc3)nc21,1%
O=S(=O)(c1ccc(F)cc1)N1CCN(c2nc(-c3ccccc3)nc3cc(Cl)ccc23)CC1,6%
O=Nc1c(-c2c(O)[nH]c3ccccc23)[nH]c2ccccc12,-30%[inhibitor]
CNc1ccc(C=O)cc1Br,9%
Cc1sc(NCc2ccccc2)nc1-c1ccccc1,-1%
COc1ccc(/C=C/c2ccnc3ccccc23)c(OC)c1,-35%[inhibitor]
Ic1ccc(Nc2nc(NCCN3CCOCC3)nc(N3CCOCC3)n2)cc1,2%
COc1ccc(S(=O)(=O)Nc2cccc3cccnc23)c(N)c1,22µM*
O=C1Cc2ccccc2C1=C1C=c2ccccc2=C1,1%
OCC(O)C[n+]1cccc(Br)c1 (stereo unspecified),-1%
CO[C@H]1/C=C\O[C@@]2(C)Oc3c(C)c(O)c4c(O)c(c(C=NN5CCN(C6CCCC6)CC5)c(O)c4c3C2=O)NC(=O)C(C)=CC=C[C@H](C)[C@H](O)[C@@H](C)[C@@H](O)[C@@H](C)[C@H](OC(C)=O)[C@H]1C,-5%
CS(=O)(=O)N1CCN(c2nc(-c3cccs3)nc3ccccc23)CC1,1%
O=C(c1ccc2c(c1)OCCO2)N1CCN(c2nc(-c3cccs3)nc3ccccc23)CC1,-18%
C=C1C=C(C(F)F)n2ncc(C(=O)Nc3ccc(N(CC)CC)cc3)c2N1,?
CC1(C)OC(=O)C2(Cc3cc(C(F)(F)F)ccc3N3CCCCC32)C(=O)O1 (stereo unspecified),-13%
CC(C)(C)c1cccc(S(=O)(=O)N2CCN(c3nc(-c4cccs4)nc4ccccc34)CC2)c1,-2%
Cc1ccc(S(=O)(=O)/C=C/C#N)cc1,-88%[inhibitor]
Cc1[nH]c2ccccc2c1C(=O)CN(C)c1ccccc1,-4%
CS(=O)(=O)c1ccc(C(=O)OCC(=O)NCC2CCCO2)cc1[N+](=O)[O-] (stereo unspecified),-2%

# 3 entries out of the list, arranged by molar mass, lowest first.
SMILES,aSyn rescue
Cc1[nH]c2ccccc2c1C(=O)CN(C)c1ccccc1,-4%
CS(=O)(=O)c1ccc(C(=O)OCC(=O)NCC2CCCO2)cc1[N+](=O)[O-] (stereo unspecified),-2%
CO[C@H]1/C=C\O[C@@]2(C)Oc3c(C)c(O)c4c(O)c(c(C=NN5CCN(C6CCCC6)CC5)c(O)c4c3C2=O)NC(=O)C(C)=CC=C[C@H](C)[C@H](O)[C@@H](C)[C@@H](O)[C@@H](C)[C@H](OC(C)=O)[C@H]1C,-5%

# New compounds follow.
SMILES,aSyn rescue
COc1ccc(OC)c(/C=C/c2sc3ccccc3[n+]2C)c1,7%
N[C@@H](CC(=O)O)C(=O)O,-12%
CC(=O)n1cc(C=O)c2ccccc21,-14%
COc1cc(OC)c(/C=C/c2cc(/C=C/c3c(OC)cc(OC)cc3OC)[n+](C)c3ccccc23)c(OC)c1,-39%[inhibitor]
Cc1nc(N=Nc2ccc(S(=O)(=O)O)cc2S(=O)(=O)O)c(COP(=O)(O)O)c(C=O)c1O,-4%
CN(C)c1ccc(C(=C2C=CC(=[N+](C)C)C=C2)c2c(O)c(S(=O)(=O)[O-])cc3cc(S(=O)(=O)O)ccc23)cc1,-62%[inhibitor]
COc1cc2cncnc2cc1OCCCCC(N)=O,-1%
NC(=O)c1cccc(N)c1,3%
CN(C)c1ccc(N=Nc2ccc(S(=O)(=O)O)cc2)cc1,-4%
C=C1C=C(C(F)F)n2ncc(C(=O)NCCc3ccc(Cl)cc3)c2N1,?
Cn1nc(-c2ccncc2)nc2c(=O)n(C)c(=O)nc1-2,1%
Cc1ccc(-c2nnc3ccc(SCC(=O)OCc4ccccc4)nn23)cc1,0%
CCSc1ncc(Cl)c(C(=O)Nc2sc3c(c2C(=O)OC)CCCC3)n1,-9%
CNc1ccc(/C=C2\C=Cc3ccccc32)cc1OC,-7%
COc1ccccc1OCCn1c(CCNC(=O)C2CCCCC2)nc2ccccc21,1%
O=C(NCCCc1nc2ccccc2n1CCCOc1ccccc1)C1CCCCC1,-4%
O=c1[nH]c(=S)[nH]c2n[nH]nc12,0%
c1coc(CNc2ncnc3c2[nH]c2ccccc23)c1,-4%
Cn1c(SCc2ccc(Cl)cc2)nnc1-c1ccc(NC(=O)CCc2ccccc2)cc1,-9%
OCC1NCC(O)C(O)C1O (stereo unspecified),-8%
CC(Nc1nc(Cl)nc2nc[nH]c12)c1ccccc1 (stereo unspecified),-1%
CC1(C)OC(=O)C2(Cc3ccc(Cl)cc3N3CCCC32)C(=O)O1 (stereo unspecified),0%
Oc1ccc(Cl)cc1C1C=C(c2ccc3c(c2)OCO3)NC(c2ccc(Cl)cc2)N1 (stereo unspecified),-18%
Nc1ncnc2n[nH]c(Nc3ccc(F)cc3)c12,0%
CC(/C=C/c1cccc(Oc2ccc(F)cc2)c1)N(O)C(N)=O (stereo unspecified),0%
N[C@@H](Cn1ccc(=O)c(O)c1)C(=O)O,3%
CS(=O)(=O)N1CCN(Cc2cc3nc(-c4cccc5[nH]ncc45)nc(N4CCOCC4)c3s2)CC1,-1%[92.2 µM]
COc1ccc2c(c1)C(=O)CC2,-5%
O=c1onc2n1-c1cc(Br)ccc1OC2,4%
CN(C)c1ccc(C=Nc2cnc3ccccc3c2)cc1,-2%
Ic1ccc(/C=C2\C=Cc3ccccc32)cc1,-6%
CCNc1nc(C#N)nc(N2CCOCC2)n1,-2%
NCC(O)(CS(=O)(=O)O)c1ccc(Cl)cc1 (stereo unspecified),-5%
Cc1cc(Oc2ccc(Cl)cc2Cl)nc(C#N)n1,3%
Oc1ccc(N2CCN(C(c3ccc(Cl)cc3)c3nnnn3Cc3ccc(F)cc3)CC2)cc1 (stereo unspecified),?
CN(C)c1ccc(/C=C/c2ccnc3ccccc23)c(F)c1,?
CC(I)CCC(C)[n+]1cccc(I)c1 (stereo unspecified),-2%
Cc1ccc(Nc2nc(NCc3ccco3)nc3nccnc23)cc1C,-1%
CNc1ccc(/C=C2\C=Cc3ccccc32)cc1Br,-1%
C1=Cc2ccccc2/C1=C(\Cc1ccncc1)Oc1ccncc1,-9%

# Of the compounds above, these contain an aryl thioether with sulfur outside any ring:
SMILES,aSyn rescue
CC(=O)Nc1ccc(NC(=O)c2nc(SCc3ccccc3F)ncc2Cl)cc1,32µM*
COc1ccc2cc(C#N)c(SCC(=O)OCc3ccccc3)nc2c1,10%
CC(C)CCNC(=O)Cn1c(SCc2cccc(F)c2)nc2ccncc21,0%
CCCCC(Sc1ccc2nnc(-c3ccccn3)n2n1)C(=O)O (stereo unspecified),3%
Cn1c2ccccc2c2nnc(SCCOc3ccccc3)nc21,1%
Cc1ccc(-c2nnc3ccc(SCC(=O)OCc4ccccc4)nn23)cc1,0%
CCSc1ncc(Cl)c(C(=O)Nc2sc3c(c2C(=O)OC)CCCC3)n1,-9%
Cn1c(SCc2ccc(Cl)cc2)nnc1-c1ccc(NC(=O)CCc2ccccc2)cc1,-9%

# (list continues)
SMILES,aSyn rescue
O=C1COc2ccc(-c3csc(-c4ccc(F)cc4)n3)cc2N1,3%
Nc1ncnc2c1ncn2[C@@H]1O[C@H](COP(=O)(O)OP(=O)(O)OP(=O)(O)OP(=O)(O)OC[C@@H]2O[C@H](n3cnc4c(N)ncnc43)[C@@H](O)[C@H]2O)[C@@H](O)[C@H]1O,7.3µM*
Cc1ccc(SC2=NS(=O)(=O)c3ccccc32)c(C)c1,28%
COc1cc2c(NC3CCN(C(C)C)CC3)nc(N3CCCN(C)CC3)nc2cc1OCCOCCN1CCCC1,10%
